ATG4B inhibitor = blocks human ATG4B protease cleavage of LC3 substrate | Q9Y4P1 | ATG4B cleavage of LC3-PLA2, NBD-HPC fluorescence, 1 h | inhibition, % at 8.33 µM | 340,000 compounds, 0.51% hits | AID 504462; in the data active = inhibition above about 40%
Target sequence (Q9Y4P1 whole entry, looked up): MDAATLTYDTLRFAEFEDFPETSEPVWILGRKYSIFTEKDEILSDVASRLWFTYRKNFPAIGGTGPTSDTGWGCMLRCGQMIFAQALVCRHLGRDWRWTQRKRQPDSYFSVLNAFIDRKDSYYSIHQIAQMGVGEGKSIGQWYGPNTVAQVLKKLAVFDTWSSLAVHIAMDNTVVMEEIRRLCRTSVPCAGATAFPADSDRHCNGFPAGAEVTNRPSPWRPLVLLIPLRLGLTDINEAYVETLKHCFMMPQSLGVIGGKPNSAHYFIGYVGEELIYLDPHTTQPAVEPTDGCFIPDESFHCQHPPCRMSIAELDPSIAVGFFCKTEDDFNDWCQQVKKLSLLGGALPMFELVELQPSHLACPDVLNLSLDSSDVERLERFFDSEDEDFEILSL
hIAP act = increases human intestinal alkaline phosphatase activity; P09923; AID 2524; purified human IAP, CDP-Star luminescence, 30 min; active compounds read high; 1 = vehicle-only enzyme, 0 = enzyme-free background; activation factor at 10 µM; 330,000 compounds, 0.16% hits;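 active = activation factor of the enzyme at least 2-fold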; also: the source names both 10 and 20 µM as test concentration; values of inactives mirror those of a sister screen read the other way
Target sequence (P09923 whole entry, looked up): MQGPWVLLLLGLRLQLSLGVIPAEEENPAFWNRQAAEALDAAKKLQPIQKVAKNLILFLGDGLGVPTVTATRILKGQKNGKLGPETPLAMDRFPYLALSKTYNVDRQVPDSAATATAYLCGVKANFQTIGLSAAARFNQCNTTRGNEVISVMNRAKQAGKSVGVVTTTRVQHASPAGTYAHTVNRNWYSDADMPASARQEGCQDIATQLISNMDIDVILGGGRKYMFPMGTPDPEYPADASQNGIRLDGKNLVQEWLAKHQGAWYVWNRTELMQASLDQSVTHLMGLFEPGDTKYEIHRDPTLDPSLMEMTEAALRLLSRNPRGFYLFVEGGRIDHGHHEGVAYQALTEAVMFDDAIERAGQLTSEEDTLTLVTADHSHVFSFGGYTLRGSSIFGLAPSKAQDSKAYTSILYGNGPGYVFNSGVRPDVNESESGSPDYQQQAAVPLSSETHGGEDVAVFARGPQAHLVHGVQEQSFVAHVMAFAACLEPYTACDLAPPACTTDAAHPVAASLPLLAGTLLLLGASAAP
mIAP inh = blocks mouse intestinal alkaline phosphatase | purified mouse IAP, CDP-Star luminescence, 30 min | inhibition, % at 10 µM | 330,000 compounds, 0.2% hits;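 active = inhibition of at least 40% at 10 µM in the primary screen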;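 also: plate controls were DMSO with enzyme for no effect and no enzyme wells for full effect; values of inactives mirror those of a sister screen read the other way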
PfG6PD inh = PfG6PD (Plasmodium falciparum) enzyme inhibition. 350,000 compounds, 0.78% hits. inhibition, % at 20 µM. PfGluPho enzyme, NADPH resazurin-diaphorase fluorescence;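 active = inhibition reaching at least a set limit at 20 µM in the primary screen, cut at about 59% in these data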;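 also: 0% = DMSO wells with substrate and 100% = DMSO wells lacking glucose-6-phosphate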
hIAP block = blocks human intestinal alkaline phosphatase | inhibition, % at 10 µM | 330,000 compounds, 0.12% hits | P09923 | purified IAP, CDP-Star luminescence, 30 min | AID 2544;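 active = inhibition reaching a set limit with compound at 10 µM in the primary screen, cut at about 35% in these data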;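 also: plate controls were DMSO wells with enzyme for no effect and no-enzyme buffer wells for full effect; values of inactives mirror those of a sister screen read the other way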
mIAP act = increases mouse intestinal alkaline phosphatase activity; muIAP, CDP-Star luminescence, 30 min; active compounds read high; 1 = vehicle-only enzyme signal, 0 = enzyme-free wells; AID 2805; 330,000 compounds, 0.24% hits; activation factor at 10 µM;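 active = activation factor of at least 2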; also: the source names both 10 and 20 µM as test concentration; values of inactives mirror those of a sister screen read the other way
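System: mouse IAP enzyme. Reagent: CDP-Star chemiluminescent phosphatase substrate. Benchmarks: DMSO wells, no-enzyme wells. Times: 30 min enzyme-substrate-compound incubation at room temperature. Detection: luminescence from enzymatic CDP-Star hydrolysis. Doses: test compounds delivered from DMSO solution.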
APOBEC3A inh = human APOBEC3A DNA deaminase inhibition | AID 493011 | 330,000 compounds, 0.41% hits | inhibition, % at 20 µM | recombinant A3A, FAM/TAMRA ssDNA deamination fluorescence;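 active = at least 40% inhibition at 20 µM here, with at most 30% in a related deaminase screen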;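 also: plate controls were A3A with DMSO for no effect and wells lacking A3A enzyme for full effect; some results filed as inactive read as strong as hits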
Target sequence (P31941 whole entry, looked up): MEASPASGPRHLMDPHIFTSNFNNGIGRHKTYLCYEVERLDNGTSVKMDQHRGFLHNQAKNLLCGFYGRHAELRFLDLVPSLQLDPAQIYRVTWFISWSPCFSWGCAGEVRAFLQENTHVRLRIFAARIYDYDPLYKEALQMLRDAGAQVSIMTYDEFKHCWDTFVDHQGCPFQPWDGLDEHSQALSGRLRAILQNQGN
HKDC1 inhibitor = HKDC1 (human) hexokinase inhibition; recombinant HKDC1, G6PDH/diaphorase resazurin coupled fluorescence; AID 493160; 340,000 compounds, 0.16% hits; Q2TB90; inhibition, % at 20 µM;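 active = inhibition above about 35% when tested at 20 µM, limit read from the data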;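 also: plate controls were DMSO wells with enzyme for no effect and DMSO wells lacking enzyme for full effect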
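Test system: recombinant HKDC1 (HK5) hexokinase enzyme, produced in-house; Amount: enzyme 5 µg/mL final; Buffer or medium: Tris pH 8.0 buffer with MgCl2, Tween-20, BSA, BME; Reagent: glucose and ATP substrates; Doses: 20 µM test compound, 1% DMSO; Incubation: 90 min reaction incubation at room temperature, dark; Detection: resorufin fluorescence at 613 nm.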
The depositor's hits bear a star; / = not tested or not shown.

SMILES	ATG4B inhibitor	hIAP act	mIAP inh	PfG6PD inh	hIAP block	mIAP act	APOBEC3A inh	HKDC1 inhibitor
Cc1ccc(CN2CCN(Cc3cn[nH]c3-c3ccccc3)CC2CCO)o1 (stereo not given)	-7	0.84	10	5	16	0.9	-3	-2
CN(c1cccc(NC(=O)CN2C(=O)c3ccccc3S2(=O)=O)c1)S(C)(=O)=O	-3	1.1	-8	1	-7	1.1	-3	-2
COc1ccc(NC(=O)Cc2cccc(F)c2)cc1S(=O)(=O)Nc1ccccc1Cl	-7	0.98	0	-3	2	1	-10	-2
NS(=O)(=O)c1ccc(CNC(=O)/C=C/c2cccc([N+](=O)[O-])c2)cc1	-5	1.1	3	2	-7	0.97	-3	-9
N#CC(C(=O)c1ccccc1Cl)=C1SCCCS1	-9	0.98	19	3	2	0.81	-2	3
CC(C)CCNC(=O)CN(C(=O)CCC(=O)Nc1ccccn1)c1ccc2c(c1)OCO2	6	0.99	8	-11	1	0.92	-3	3
O=C(Nc1nccs1)c1cc(S(=O)(=O)N2CCOCC2)ccc1Cl	-6	0.99	-1	-7	1	1	-1	-2
CCc1ccc(NC(=O)CSc2ccc(-c3cccnc3)nn2)cc1	-1	1	5	13	-3	0.95	-3	5
CC1(C)CC(=O)C(N=Nc2ccc(Br)cc2)=C(O)C1	7	0.93	-1	0	7	1	5	-3
CCN=C1NN=C(c2cc(C)n(Cc3ccco3)c2C)CS1	4	0.95	12	6	5	0.88	0	3
CC(C)c1ccc(NC2CCCN(C(=O)c3cscn3)C2)cc1 (stereo not given)	7	1	2	23	-1	0.98	1	2
CSc1ccc(CN(C)C(=O)C2CCN(C(=O)Nc3ccccc3)CC2)cc1	-8	0.94	-16	-3	6	1.2	-5	-4
COc1ccc(/C=N/Nc2nc(N3CCCC3)nc(N3CCCC3)n2)c(OC)c1OC	-7	1.1	-4	9	-5	1	-3	-10
Cc1cccc(NC(=O)Cn2cnc3ccccc3c2=O)c1C	-1	1.1	4	3	-6	0.96	1	-9
O=S(Cc1ccccc1)CC(O)(c1ccc(Cl)cc1)c1ccc(Cl)cc1 (stereo not given)	55*	0.97	-23	5	2	1.2	0	-4

Full records from above:
Listed for NS(=O)(=O)c1ccc(CNC(=O)/C=C/c2cccc([N+](=O)[O-])c2)cc1 : ATG4B inhibitor: -5; hIAP act: 1.1; mIAP inh: 3; PfG6PD inh: 2; hIAP block: -7; mIAP act: 0.97; APOBEC3A inh: -3; HKDC1 inhibitor: -9
Listed for CCN=C1NN=C(c2cc(C)n(Cc3ccco3)c2C)CS1 : ATG4B inhibitor: 4; hIAP act: 0.95; mIAP inh: 12; PfG6PD inh: 6; hIAP block: 5; mIAP act: 0.88; APOBEC3A inh: 0; HKDC1 inhibitor: 3
Listed for Cc1ccc(CN2CCN(Cc3cn[nH]c3-c3ccccc3)CC2CCO)o1 (stereo not given) : ATG4B inhibitor: -7; hIAP act: 0.84; mIAP inh: 10; PfG6PD inh: 5; hIAP block: 16; mIAP act: 0.9; APOBEC3A inh: -3; HKDC1 inhibitor: -2

(next part)
SMILES	ATG4B inhibitor	hIAP act	mIAP inh	PfG6PD inh	hIAP block	mIAP act	APOBEC3A inh	HKDC1 inhibitor
COc1ccc(C(=O)COC(=O)CCN2C(=O)C3C4CCC(C4)C3C2=O)cc1 (stereo not given)	-8	1	1	0	-1	0.99	0	-6
Cc1cc(C)c([N+](=O)[O-])cc1NCC(=O)N1CCN(c2ccccc2)CC1	-5	0.95	2	6	5	0.98	1	-9
CCc1ccc(Nc2nc(N3CCOCC3)nc(N3CCOCC3)n2)cc1	-8	0.98	-2	17	2	1	-1	-1
CCOC(=O)C(=O)N1CCC(C(=O)OC)CC1	2	0.84	0	-3	16	0.99	1	-10
COc1ccc(/C=N/Nc2nc(-c3cccnc3)nc3ccccc23)cc1OC	-21	1.2	5	-3	-17	0.95	-3	-6
CCc1nnc(NC(=O)c2ccc(S(=O)(=O)N3CCOCC3)cc2)s1	2	0.94	7	0	6	0.93	-1	-2
O=C(NC12CC3CC(CC(C3)C1)C2)c1ccc(-c2ccc(Cl)cc2)o1	-4	1	-2	13	-4	1	3	-4
COCCNC(=O)C(C)N1c2cccc3cccc(c23)S1(=O)=O (stereo not given)	-8	1.2	-1	17	-23	1	-13	11
COc1ccc2[nH]c(=O)c(CN(CCCN3CCOCC3)C(=O)NCc3ccccc3)cc2c1	-5	1.3	1	0	-28	0.99	2	4
CCNC(=O)CC1C(=O)N(c2ccc(C)cc2)C(=O)N1CCc1ccc(OC)c(OC)c1 (stereo not given)	-14	0.81	4	-4	19	0.96	-2	3
CCCNC(=O)N1c2ccccc2Sc2ccccc21	-9	1	-9	5	-1	1.1	-3	-6
O=C(c1ccco1)N1CCN(C(=O)C2(S(=O)(=O)c3ccc(Cl)cc3)CC2)CC1	4	1	-6	-9	-5	1.1	7	4
Cc1ccc(Cn2c(C)cc3c(c2=O)C(c2cccs2)C(C#N)=C(N)O3)cc1 (stereo not given)	7	0.85	-5	6	15	1.1	-1	-7
Cc1[nH]n(-c2ccc(Cl)cc2)c(=O)c1/C=N/c1nnc(-c2ccccc2)s1	9	0.98	6	-11	2	0.94	-3	-5
O=S(=O)(c1ccccc1)c1nc(-c2ccc(F)cc2)oc1N1CCOCC1	-8	0.97	-2	-4	3	1	3	-2
CCc1ccccc1NC(=O)CSc1nc2ccccc2n1CC(=O)N1CCCC1	6	0.87	-4	-14	13	1	-2	3
COc1ccc(C(=O)Nc2c(O)ccc3ccccc23)cc1OC	7	1.1	-8	19	-6	1.1	3	14
COc1ccc(C)cc1NC(=O)C1CCCN(S(=O)(=O)c2ccc(-n3cnnn3)cc2)C1 (stereo not given)	-2	1.3	2	-4	-25	0.97	-2	1
N#Cc1ccccc1OCc1nnc(-c2ccccc2Br)o1	0	1	0	8	0	1	-1	-3
CC(C)c1ccc(CNc2ccc3c(c2)ncn3C)cc1	-5	1.1	0	23	-7	1	-3	9
CCOC(=O)C1CCN(C(=O)CCc2c(C)nc3ncnn3c2C)CC1	-11	0.9	5	-5	10	0.95	1	-1
COc1ccccc1CNC(=O)c1csc2c1CCCC2	-4	0.85	3	4	15	0.97	-1	-9
CCOC(=O)/C(C#N)=C/c1cc2ccccc2nc1N1CCOCC1	9	1	-4	1	-3	1	-2	-12
O=C(Cn1ccc2ccccc2c1=O)Nc1ccc2c(c1)OCO2	0	0.94	-2	-4	6	1	-6	3
O=C(NCc1cccnc1)c1ccc(COc2ccccc2Br)cc1	-3	1.2	0	-11	-18	1	0	-1
CC(Oc1ccc(C(C)(C)C)cc1)c1ccnc2nc(/N=C/N(C)C)nn12 (stereo not given)	-5	0.79	-4	-5	21	1	1	-7
CCc1cccc(C)c1NC(=O)c1ccc2c(c1)CCN2S(C)(=O)=O	15	1	-2	-17	-2	1	9	-3
N#C/C(=N\Nc1cccc2ccccc12)c1nnc2n1CCCCC2	0	0.99	8	30	1	0.92	-1	6
O=S(=O)(NC1CC1)c1ccc(S(=O)(=O)N2CCCc3ccccc32)cc1	-3	0.91	9	3	9	0.91	-1	-2
COCCCNC(=O)CC1C[C@H](C(=O)N2CCOCC2)[C@@]2(C)c3[nH]c4ccccc4c3CCN2C1=O (stereo not given in full)	-5	1	0	-2	-4	1	-3	-3
O=C(O)c1ccccc1C(=O)NCC(O)COCC1CC=CCC1 (stereo not given)	5	1.1	16	2	-8	0.84	6	-2
CC1(C(=O)NNC(=S)NCC2CCCO2)CC1(Cl)Cl (stereo not given)	-3	1.5	-2	2	-45	1	-2	-4
O=C(N1CCc2[nH]c3ccccc3c2C1)C(F)(F)F	5	1	-3	-3	-3	1	-5	6
COc1ccc(C(=O)C2CCCN(C(=O)c3ccc4nccnc4c3)C2)c(C)c1 (stereo not given)	25	0.87	2	-11	13	0.98	-1	-3
CCOc1ccc(-c2c(C(=O)N/N=C/C3CCCCC3)nnn2-c2nonc2N)cc1	1	1.1	2	-15	-15	0.98	-3	-5
CC(C)C[C@H](CO)N(Cc1ccccc1)S(=O)(=O)N(Cc1ccccc1)[C@@H](CO)CC(C)C	-1	1	-1	22	0	1	-2	9
COc1ccc(C(=O)OCC(=O)NCc2ccc3c(c2)OCO3)cc1[N+](=O)[O-]	10	1.1	-7	11	-7	1.1	1	-5
CSc1nnc(-c2cnccn2)n1CCCN1CCCC1=O	10	0.89	-5	0	12	1.1	4	6
CCN1CCN(CCCN(Cc2ccco2)C(=S)Nc2ccccc2Cl)CC1	-2	1	5	13	0	0.95	-3	-5
COc1ccc(S(=O)(=O)Nc2ccccc2C)cc1C(=O)N1CCOCC1	5	1	4	2	0	0.96	-3	-1
CCN(CC)C(=S)SCC(=O)Nc1ccc(F)cc1	-3	0.96	27	7	4	0.73	3	3
COc1ccc(OC)c(NC(=O)c2ccc3c(c2)OCO3)c1	6	0.98	-5	-7	2	1.1	-8	4
CNC(=S)Nc1ccc(N2CCCC2)c(S(=O)(=O)Nc2ccc(OC)cc2)c1	-14	0.97	-4	4	2	1	1	-1
N#CC(C#N)=C(Nc1ccccc1)c1ccccc1	-8	1.1	7	7	-5	0.93	-3	-8
CC(CC(=O)N1CCN(c2ccccc2)CC1)S(=O)(=O)c1ccc2c(c1)NC(=O)CO2 (stereo not given)	0	1.1	-4	-9	-9	1	-5	-6
CC1CCCCC1NC(=O)C1CCN(S(=O)(=O)c2ccc3c(c2)CCC(=O)N3)CC1 (stereo not given)	-2	1.1	-9	8	-7	1.1	-3	-3
c1ccc(-c2cc(N3CCCCC3)nc(-c3ccccc3)n2)cc1	-13	0.91	-3	3	9	1	-1	2
CCN(c1ccccc1)S(=O)(=O)c1ccc(C(=O)Nc2cc(C)ccn2)cc1	-11	1.1	3	23	-12	0.97	-6	-3
COCCCNC(=O)C1CCC(CNS(=O)(=O)c2ccc(C)cc2)CC1 (stereo not given)	/	1.1	2	/	-13	0.98	0	/
CC1=CC(c2ccc(Cl)cc2)n2nc(N3C(=O)CCC3=O)nc2N1 (stereo not given)	-7	1	8	-3	0	0.92	-3	3
COc1ccc(NC(=O)CN2C(=O)S/C(=C/c3cccn3-c3ccc(C(=O)O)cc3)C2=O)cc1	/	1.1	13	/	-8	0.87	63*	/
CC(C)n1c(CNC(=O)c2ccccc2)nc2ccccc21	-10	0.97	-3	10	3	1	-6	-5
Cn1c(CC(=O)Nc2ccccc2F)nnc1SCC(=O)NC1=NCCS1	-6	1.2	-1	5	-24	1	-1	0
CN(Cc1ccccc1)C(=O)c1ccc(NC(=O)Cc2ccc([N+](=O)[O-])cc2)cc1	-9	1	18	5	-2	0.82	-7	0
Nc1ccc(C(=O)N/N=C\c2ccc(OC(=O)c3ccccc3Cl)cc2)cc1	0	1.2	-3	0	-24	1	6	-7
COc1ccc(C)cc1S(=O)(=O)N1CCN(C(=O)c2ncoc2-c2cccc(F)c2)CC1	-4	1	0	-15	-4	1	-1	-3
Nc1nc(Nc2cccc(F)c2)nc(NCCO)c1[N+](=O)[O-]	-1	0.76	5	-5	24	0.95	-3	-6
CCCN(C(=O)CSc1nnnn1-c1ccccc1OC)C1CCS(=O)(=O)C1 (stereo not given)	-8	0.91	-4	-1	9	1	-1	-1
COc1cc(C(=O)Nc2nnc(C(C)(C)C)s2)c([N+](=O)[O-])cc1OC	2	0.98	-1	21	2	1	2	1
Cc1nn(-c2ccccc2)nc1C(=O)NNC(=O)c1cccc2ccccc12	32	1.7	-4	-25	-72	1	-4	2

Records listed so far marked active in ATG4B inhibitor.
SMILES	ATG4B inhibitor	hIAP act	mIAP inh	PfG6PD inh	hIAP block	mIAP act	APOBEC3A inh	HKDC1 inhibitor
O=S(Cc1ccccc1)CC(O)(c1ccc(Cl)cc1)c1ccc(Cl)cc1 (stereo not given)	55*	0.97	-23	5	2	1.2	0	-4
